GPR35 antagonists: GPR35 antagonists blocking zaprinast-driven arrestin recruitment, primary screen, imaging, U2OS, beta-arrestin-GFP, zaprinast agonist (AID 2058); G-protein coupled receptor 35 (Homo sapiens); hit rate 0.052% among 290,000; U2OS GPR35 beta-arrestin-GFP translocation imaging, zaprinast antagonism; higher % means a stronger effect; inhibition, % at 10 µM; hits with a dose series show IC50 in µM;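 active means inhibition of at least 50% with at least 30 cells and total cytoplasm GFP at most 10,000,000; inconclusive means under 30 cells or total GFP of 10,000,000 plus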
GPR55 antagonists: GPR55 antagonists blocking LPI-driven arrestin recruitment, primary screen, imaging, U2OS, beta-arrestin-GFP, LPI agonist (AID 2013) | G-protein coupled receptor 55 (Homo sapiens) | U2OS GPR55 beta-arrestin-GFP translocation imaging, LPI antagonism; higher % means a stronger effect | inhibition, % at 10 µM, or IC50 in µM where a hit was titrated | hit rate 0.13% among 290,000;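 active means spots per cell inhibited over 60%, with over 100 cells counted and total cytoplasm intensity under 500,000; inconclusive means wells with under 100 cells, flagged as likely toxic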;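 further: U2OS cells stably carrying GPR55 and arrestin-GFP stimulated by 5 µM LPI near EC80; imaged beta-arrestin-GFP aggregate spots per cell after agonist stimulation; plate controls were LPI-stimulated DMSO wells for no effect and DMSO wells without LPI for full effect; some results filed as inactive read as strong as hits; confirmed hits need IC50 under 10 µM and bright autofluorescent wells are also inconclusive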
HIV fusion peptide: inhibitors of HIV fusion peptide binding, primary screen, biochemical, uHTS, fluorescence dequenching (AID 1986) | cell-free peptide binding, fluorescence dequenching, 30 min; higher % means a stronger effect | inhibition, % at 20 µM; hits with a dose series show IC50 in µM | hit rate 0.3% among 290,000; in the data active means inhibition mostly above about 52%, no sharp cut-off; inactive means mostly below about 76%; further: some results filed as inactive read as strong as hits
AID2073: inhibitors of Mint1-CaV2.2 protein interaction, biochemical, HTRF (AID 2073). Voltage-dependent N-type calcium channel subunit alpha-1B (Homo sapiens). HTRF protein-protein interaction, Mint1-CaV2.2; higher % means a stronger effect. inhibition, % at 20 µM; hits with a dose series show IC50 in µM. hit rate 0.19% among 290,000; in the data active means inhibition mostly above about 51%, no sharp cut-off; inconclusive means no clear call, values can overlap the other calls; inactive means mostly below about 53%; further: some results filed as inactive read as strong as hits
Dengue-2 NS5 capping: Dengue-2 NS5 methyltransferase inhibitors, primary screen, biochemical, confirmation dose response (AID 588689); Dengue-2 NS5 methyltransferase capping enzyme assay, biochemical; higher % means a stronger effect; inhibition, % at 25 µM; hits with a dose series show IC50 in µM; hit rate 0.3% among 340,000; in the data active means a potency from the dose series; inconclusive means inhibition above about 29% without an active follow-up result
GPR55 activation: GPR55 agonists via beta-arrestin recruitment, primary screen, imaging, U2OS cells, beta-arrestin-GFP redistribution (AID 1961) | G-protein coupled receptor 55 (Homo sapiens) | U2OS GPR55 beta-arrestin-GFP redistribution imaging; higher % means a stronger effect | activation, % at 10 µM, or EC50 in µM where a hit was titrated | hit rate 0.048% among 290,000;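 active means activation above 40% with more than 50 cells counted in the well; inconclusive means wells holding fewer than 50 cells, flagged as toxic or sparse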;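 further: U2OS osteosarcoma cells stably expressing GPR55 and beta-arrestin-GFP; plate controls were DMSO negative control for no effect and LPI positive control for full effect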
Siah-1 displacement: Siah-1 peptide-binding antagonists, primary screen, biochemical, fluorescence polarization, rhodamine-plectin, uHTS (AID 1817) | E3 ubiquitin-protein ligase SIAH1 (Homo sapiens) | Siah-1 / rhodamine-plectin peptide fluorescence polarization; higher % means a stronger effect | one-dose displacement, % at 20 µM; IC50 in µM for titrated hits | hit rate 0.02% among 290,000;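 active means displacement of at least 50% at 20 µM, with a fluorescence ratio check between 0.3 and a set limit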;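 further: plate controls were Siah plus tracer with DMSO for no effect and tracer alone without Siah for full effect; strong numbers were not always called active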
NTR1 agonist: agonists of NTR1, primary screen, imaging, U2OS cells, beta-arrestin-GFP, high content (AID 493036); NTR1-U2OS beta-arrestin-GFP spot imaging, agonist mode; activation, % at 20 µM; hit rate 0.17% among 330,000;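 active means activation at or above 40% of the spot to cytoplasm intensity ratio, with at least 20 cells analyzed; inconclusive means wells under 20 cells, flagged as cytotoxic or low count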;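 further: 0% = DMSO without peptide and 100% = 100 nM NTR1 peptide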
Target sequence (P30989 whole entry, looked up): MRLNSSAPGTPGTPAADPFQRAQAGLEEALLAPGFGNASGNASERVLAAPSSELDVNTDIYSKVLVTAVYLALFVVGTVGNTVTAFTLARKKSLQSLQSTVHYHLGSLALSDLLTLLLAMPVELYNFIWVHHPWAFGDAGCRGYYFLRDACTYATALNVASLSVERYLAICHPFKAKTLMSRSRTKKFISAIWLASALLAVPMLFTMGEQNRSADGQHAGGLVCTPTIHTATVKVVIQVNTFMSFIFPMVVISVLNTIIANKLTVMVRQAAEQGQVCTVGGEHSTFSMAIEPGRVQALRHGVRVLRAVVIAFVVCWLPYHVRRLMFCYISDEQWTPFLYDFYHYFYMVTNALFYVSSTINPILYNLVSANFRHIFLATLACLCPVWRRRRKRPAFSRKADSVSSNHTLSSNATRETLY
K1F lysis inhibition: inhibition of K1F phage lysis, E. coli UTI89, bacterial capsule biogenesis inhibitors, alamar blue (AID 488966); E. coli UTI89 K1F phage lysis, alamar blue, 2 h; higher % means a stronger effect; one-dose inhibition, % at 100 µM; IC50 in µM for titrated hits; hit rate 0.02% among 340,000;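 active means phage lysis inhibition, versus mean bacterial control, above a set limit; inconclusive means no clear call, values can overlap the other calls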;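 further: capsule biogenesis inhibitors block K1F phage lysis so surviving cells raise fluorescence; higher fluorescence means more inhibition of phage lysis; actives were called in the ten point dose series up to 300 µM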
NTR1 agonist cell count 20 µM: recorded beside NTR1 agonist, whose call it bears; cell count; measured here: cell count, cytotoxicity flag
Dengue-2 NS5 capping pilot replicate: recorded beside Dengue-2 NS5 capping, whose call it bears; inhibition, %; measured here: pilot screen replicate inhibition
* = called active by the depositor; ? = inconclusive; · = not tested or not shown; & = joins results of further samples; [ ] = another dose, or the depositor's remark.

SMILES	GPR35 antagonists	GPR55 antagonists	HIV fusion peptide	AID2073	Dengue-2 NS5 capping	GPR55 activation	Siah-1 displacement	NTR1 agonist	NTR1 agonist cell count 20 µM	K1F lysis inhibition	others
O=C(NCCCN1CCCCC1)c1ccc(CS(=O)c2ccc(F)cc2)o1 (stereo unspecified)	14%	4%	0.0%	10%	-1%	0.4%	-4%	-0.4	57	0.1%
CCN1CCc2c(C#N)c(N3CCOCC3)nc(NCc3ccccc3)c2C1	-13%	-24%	6.0%	2%	2%	0.3%	0%	·	·	2.4%
CCOc1ccc(C(=O)Nc2ccc(N3CCCC3)cc2)cc1	8%	-7%	-5.8%	28%	-3%	0.7%	-7%	3.2	42	0.4%
CS(=O)(=O)N1CCC(C(=O)Nc2ccccc2)CC1	2%	-3%	-1.6%	5%	-3%	-0.1%	6%	-1.1	54	2.3%
COc1ccc(Nc2c3ccccc3nc3ccccc23)cc1	-7%	-19%	0.5%	2%	6%	-0.1%	3%	7.9	46	0.6%
CCCCCCCOc1ccc(C2(C)NC(=O)NC2=O)cc1 (stereo unspecified)	-10%	1%	1.3%	?	-3%	-0.1%	0%	2.3	56	-1.6%
CC(C)(C)c1ccc(S(=O)(=O)NCCc2ccncc2)cc1	-8%	18%	4.3%	-8%	-8%	-0.2%	4%	0.5	57	3.0%
CC(=O)c1cccc(S(=O)(=O)N2CCN(c3ccccc3F)CC2)c1	-1%	4%	-1.2%	8%	9%	-0.2%	18%	2.4	58	-0.5%[50 µM]
O=C(CCl)Nc1cc(-c2ccccc2)nn1-c1ccccc1	10%	0%	-2.6%	-6%	5%	-0.1%	4%	0.5	88	-0.2%
CCn1c(SCC(=O)Nc2nc(C)c(C)s2)nnc1-c1cccnc1	3%	-2%	1.2%	5%	-8%	0.3%	-3%	-2.1	61	1.0%
COCCn1c(=S)[nH]c2cc(C(=O)N3CCc4ccccc43)ccc2c1=O	-1%	12%	-0.6%	-26%	-3%	-0.2%	7%	4.0	64	2.5%
CC(C(=O)Nc1ccc2nccnc2c1)N1C(=O)C2C3C=CC(C3)C2C1=O (stereo unspecified)	-9%	-2%	1.4%	14%	-1%	-0.3%	-1%	-1.1	58	0.7%
O=C1CCCc2ccccc2N1Cc1ccc(Cl)cc1	2%	10%	-2.3%	-2%	-6%	0.5%	10%	-0.8	57	0.6%
CCOc1ccc(CCNC(=O)Nc2cccc(OC)c2)cc1OCC	2%	-3%	-0.1%	17%	-5%	-0.1%	-3%	1.3	96	-0.1%
CC1=NOC(=O)/C1=C\c1ccc(-c2ccc(Cl)cc2Cl)o1	3%	21%	31%	38%	-1%	0.2%	0%	80*	55*	0.8%
O=C(Nc1ccc(Cl)cc1)N1CCCN(Cc2ccc(F)cc2)C1	9%	22%	0.3%	-1%	2%	-0.1%	5%	1.9	50	-4.6%
Fc1ccc(N2CCN(Cc3ccccn3)CC2)cc1	3%	-1%	2.3%	8%	-11%	-0.2%	8%	1.4	51	0.1%
O=C(Nc1nc2ccccc2s1)C1CC(=O)N(c2ccc(Br)cc2)C1 (stereo unspecified)	-15%	-25%	8.8%	-3%	-3%	-0.1%	0%	1.8	81	0.6%
CC1(C)OC(=O)N(c2ccccn2)C1(C)O (stereo unspecified)	3%	-4%	1.2%	-2%	-5%	-0.1%	4%	2.2	35	0.3%
CCN(CC)C1=N/C(=C\c2ccc(OC)cc2)C(=O)N1c1ccccc1	2%	8%	-2.4%	-3%	-10%	0.5%	3%	1.0	69	1.1%[50 µM]
COc1ccc(NC(=S)N2CCN(C(=O)c3ccco3)CC2)c(OC)c1	4%	10%	1.8%	-23%	3%	-0.3%	-2%	-1.6	65	3.0%[50 µM]
Cn1ccnc1Sc1cc(Cl)ccc1[N+](=O)[O-]	9%	10%	-1.8%	-4%	5%	-0.9%	0%	2.8	30	-0.3%
O=Cc1ccc(N2Cc3ccccc3C2)cc1	-6%	·	0.9%	8%	7%	0.4%	-1%	-1.0	55	0.1%
O=C(C1Cc2ccccc2CN1S(=O)(=O)c1cccs1)N1CCCCC1 (stereo unspecified)	-2%	3%	0.0%	1%	-7%	0.0%	2%	5.3	93	0.7%	Dengue-2 NS5 capping pilot replicate=-2.7
Cc1cc(=O)cc(C)n1-c1ccc(Cl)c(Cl)c1	2%	4%	-0.9%	-1%	-12%	-0.1%	-1%	-1.6	41	0.2%
Cc1cc(N2CCCC2)c(C)cc1C=O	-5%	11%	2.3%	22%	-7%	0.0%	4%	4.5	68	1.3%
CC(=O)C1=C(O)C(=O)N(Cc2cccnc2)C1c1ccc(O)cc1 (stereo unspecified)	-2%	1%	0.9%	-4%	-4%	-0.5%	14%	-0.6	33	-2.7%
COc1ccc(OC)c(NC(=O)COC(=O)CNC(=O)c2ccc(OC)c(OC)c2)c1	-12%	5%	3.1%	-6%	1%	0.0%	-2%	2.1	72	0.5%	Dengue-2 NS5 capping pilot replicate=-4.9
CC(=O)c1c(C)[nH]c(C(=O)Nc2ccc(Cl)cc2)c1C	0%	-13%	0.7%	10%	-13%	-0.2%	-5%	0.9	46	-0.8%
CSc1cccc(NC(=S)Nc2cc(C)ccc2C)c1	8%	6%	-2.3%	-8%	2%	-0.1%	4%	-0.3	50	-0.9%
O=C(Nc1nc(-c2ccccn2)cs1)C1CC1	-13%	2%	2.0%	8%	-3%	0.5%	7%	0.3	83	0.5%
CCc1ccc(/C=N/NC(=O)C(=O)NCCCN2CCOCC2)cc1	-8%	6%	-0.3%	-2%	2%	0.9%	7%	5.5	55	0.6%[50 µM]
O=C(COC(=O)CNC(=O)c1ccc(Br)cc1)NCCC1=CCCCC1	14%	18%	-1.8%	9%	-6%	0.2%	5%	2.6	38	-0.6%
Cc1ccccc1-c1nnc(-c2ccccc2)o1	-5%	-14%	-1.1%	1%	-3%	0.6%	2%	-0.3	39	1.6%
Fc1ccc(Nc2cccc3nccnc23)cc1	-5%	2%	0.0%	-8%	-1%	-0.2%	6%	-1.1	33	8.1%
O=C(NCc1ccc(Cl)cc1)c1cnn2ccccc12	9%	1%	-2.4%	2%	-2%	-0.2%	-1%	0.3	57	-1.9%
C/C(=N\N1CCN(C)CC1)c1ccc(OC(F)F)cc1	0%	5%	-1.9%	3%	-5%	0.3%	13%	-0.4	30	0.2%
Cn1c(=O)c2c(ncn2CC(=O)OCC(=O)NCc2ccc(Cl)cc2)n(C)c1=O	23%	1%	1.1%	10%	-2%	-0.2%	21%	-0.3	54	1.3%[50 µM]
O=c1cc(N2CCN(c3ccccc3)CC2)[nH]c(=O)n1Cc1ccc(F)cc1	-3%	1%	-3.8%	5%	1%	-0.2%	3%	-0.5	96	4.7%
COc1cc(/C=N/NC(=O)c2ccncc2)ccc1OCc1cnc(Cl)s1	-5%	0%	-0.2%	1%	-9%	-0.1%	-2%	-0.5	47	-0.3%
CC1CCN(C(=O)C(C)NCc2ccc(F)cc2)CC1 (stereo unspecified)	17%	0%	1.2%	7%	-3%	-0.1%	6%	-0.7	56	-0.1%	Dengue-2 NS5 capping pilot replicate=0.6
COc1ccc2[nH]cc(C(=O)CN3CCC(C)CC3)c2c1	11%	10%	1.9%	?	-6%	-0.2%	5%	0.1	58	3.0%
CC(Sc1nc2c(c(=O)n(C)c(=O)n2C)n1Cc1cc2c(cc1Cl)OCO2)C(=O)O (stereo unspecified)	36%	3%	0.2%	-5%	-4%	0.2%	2%	-1.1	89	1.3%
Cn1nnnc1SCc1nc2scc(-c3ccccc3)c2c(=O)[nH]1	13%	10%	1.2%	2%	-1%	0.6%	3%	1.3	57	0.2%
COc1cccc(C(=O)N(Cc2cc3cc(C)ccc3[nH]c2=O)C(C)C)c1	11%	3%	0.0%	1%	-12%	0.2%	2%	1.9	33	-0.2%
COc1ccc(C2CC(=O)c3c(C)nc(N4CCN(c5ccccc5)CC4)nc3C2)cc1 (stereo unspecified)	1%	3%	0.2%	15%	-3%	-0.5%	-3%	-0.9	35	0.5%
COC(=O)c1ccc(C)c(NS(=O)(=O)c2cn(C)nc2C)c1	5%	14%	0.5%	11%	-2%	0.0%	5%	-0.1	78	-0.4%
CC1(C)CC(=O)c2c(O)cc(OCC(=O)NCCc3ccc(S(N)(=O)=O)cc3)cc2O1	-9%	5%	-0.4%	9%	-1%	-0.2%	-5%	-1.0	104	-3.5%
COc1cc(=O)n(C)c2cc(N(C)C)ccc12	0%	6%	-0.3%	35%	2%	-0.1%	-4%	-0.8	81	1.6%
CCN(Cc1ccncc1)S(=O)(=O)c1ccc(C(C)=O)cc1	6%	-3%	1.5%	19%	-20%	-0.3%	-1%	1.1	85	-0.1%	Dengue-2 NS5 capping pilot replicate=0.0
COc1ccc2ccccc2c1CNC(=O)CC1C(=O)NCCN1CC(C)C (stereo unspecified)	9%	19%	4.1%	39%	-2%	-0.3%	1%	0.0	61	0.9%[50 µM]
NC(=O)CC(NC(=O)Cc1ccc(Br)cc1)c1ccc(NCCN2CCCC2)c([N+](=O)[O-])c1 (stereo unspecified)	8%	-1%	0.7%	0%	-1%	-0.3%	-4%	-1.6	76	-0.3%
CCOC(=O)C1=C(C)NC(C)=C(C(=O)OCC)C1C(=O)OC1CCOC1=O (stereo unspecified)	4%	-2%	-1.4%	6%	1%&8%	-0.1%	-1%	-0.5	37	-1.4%&1.0%
CCCCC(=O)Oc1c(S(=O)(=O)c2ccc(C)cc2)c(C)nn1C(C)(C)C	-2%	-8%	2.8%	-8%	-9%	-0.1%	0%	3.5	76	1.0%[50 µM]
COC(=O)Cc1ccc(NC(=S)NCc2ccc(OC)cc2)cc1	-20%	-2%	-1.4%	-8%	·	0.8%	2%	-1.4	65	-0.2%
Nc1c(C(=O)O)sc2nc(-c3ccc(F)cc3)cc(-c3ccccc3)c12	10%	-9%	25%	6%	-19%	-0.2%	-3%	0.6	56	-0.5%
Cn1cc(C(=O)N/N=C/c2ccc(Br)c([N+](=O)[O-])c2)c2ccccc21	7%	-2%	-0.9%	14%	·	-0.2%	-2%	2.8	60	·

Screens: PubChem BioAssay, several laboratories
